Source: PubChem
MCL1 BIM primary – inhibitors of human MCL1 binding to BIM-BH3 peptide; GST-MCL1 / FITC-Bim-BH3 fluorescence polarization; inhibition, % at 10.9 µM; actives 0.68% (n = 320,000); AID 2057;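 active = inhibition above the mean inhibition of all tested compounds plus 3 SD, set per campaign, cut at about 40% in these data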;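 note: 0% = DMSO wells and 100% = unlabeled Bim-BH3 peptide control; higher means more loss of mP so more displacement of Bim peptide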
Target sequence (Q07820 whole entry, looked up): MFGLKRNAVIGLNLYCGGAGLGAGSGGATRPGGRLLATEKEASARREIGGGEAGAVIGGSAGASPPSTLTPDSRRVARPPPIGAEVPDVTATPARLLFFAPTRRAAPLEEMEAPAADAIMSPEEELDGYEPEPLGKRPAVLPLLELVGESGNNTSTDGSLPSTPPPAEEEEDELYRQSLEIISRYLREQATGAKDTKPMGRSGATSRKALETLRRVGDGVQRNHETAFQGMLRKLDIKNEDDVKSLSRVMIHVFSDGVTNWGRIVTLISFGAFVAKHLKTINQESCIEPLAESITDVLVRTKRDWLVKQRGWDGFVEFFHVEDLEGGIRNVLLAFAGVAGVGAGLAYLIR
VLA-4 inh – inhibition in a human VLA-4 binding assay; VLA-4 expressing cells, ligand binding flow cytometry; P13612; actives 0.2% (n = 330,000); AID 2557; inhibition, % (about 7 µM as worked out from the volumes in the protocol); in the data active = inhibition above about 50%
PME-1 inh – PME-1 (human) inhibition | Q9Y570 | recombinant PME-1, FP-Rh probe fluorescence polarization | inhibition, % at 5.9 µM | actives 0.53% (n = 320,000) | AID 2130;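 active = inhibition above the campaign mean of all compounds plus 3 SD, cut at about 26% in these data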;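 note: competitive labeling of PME-1 active site by serine hydrolase directed probe; 0% = PME-1 with DMSO and 100% = wells lacking PME-1 enzyme; inhibitors block probe labeling so polarization falls and inhibition rises; many of its hits are not listed in these tables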
Bcl-xL primary – blocks human Bcl-xL binding to Bim BH3 peptide; Q07817; GST-Bcl-xL / FITC-Bim BH3 peptide fluorescence polarization; inhibition, % at 10.9 µM; actives 0.7% (n = 320,000); AID 2129;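 active = inhibition above the mean of all tested compounds plus 3 SD, cutoff set per campaign, cut at about 30% in these data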;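 note: 0% = DMSO wells and 100% = unlabeled Bim-BH3 peptide competitor; inhibitors lower millipolarization by displacing the labeled peptide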
Target sequence (Q07817 whole entry, looked up): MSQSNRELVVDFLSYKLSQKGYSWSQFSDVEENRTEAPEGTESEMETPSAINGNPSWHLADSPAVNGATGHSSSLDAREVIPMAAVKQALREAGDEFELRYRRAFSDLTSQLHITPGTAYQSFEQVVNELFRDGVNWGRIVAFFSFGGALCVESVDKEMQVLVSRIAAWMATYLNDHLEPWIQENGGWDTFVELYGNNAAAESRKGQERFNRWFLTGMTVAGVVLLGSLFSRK
GRK2 aptamer HTS – blocks RNA aptamer binding to human GRK2. actives 0.59% (n = 330,000). inhibition of aptamer binding, % at 10 µM. bead flow cytometry, FAM-aptamer displacement from GRK2. P25098;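 active = inhibition of aptamer binding above 40%, roughly 3 SD of noise, on plates passing a quality check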;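 note: median bead fluorescence of bound FAM aptamer so fluorescent compounds give negative values; no value below 0 was filed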
Efflux pump mplx – blocks antifungal efflux pumps in multiplex yeast assay. S. cerevisiae Candida pump triplex, Nile Red efflux. inhibition, % at 10 µM. actives 0.44% (n = 330,000);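 active = plate passing quality check with inhibition over a set limit, or well fluorescence over plate mean plus 4 SD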;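 note: Nile Red retained in pooled yeast measured as flow cytometry median fluorescence; 0% = buffer negative control and 100% = Enniatin B positive control; higher means more Nile Red kept so more efflux inhibition; some compounds called inactive have numbers as strong as hits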
MEX-5 binding – C. elegans MEX-5 TCR-2 RNA binding activity; Q9XUB2; MEX-5/FITC-TCR2 RNA binding, fluorescence polarization; hits give low values; activity score (negative = inhibition of binding), % at 10 µM; actives 0.38% (n = 300,000); AID 1832;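 active = inhibition past about -25% in most replicates, and total fluorescence under double the plate's negative control median, limit read from the data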;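 note: 0% = DMSO and -100% = 5 µM competing unlabeled TCR2 RNA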
GLD-1 RNA inh – GLD-1-TGE RNA interaction inhibition (C. elegans) | actives 0.44% (n = 320,000) | AID 2280 | Q17339 | purified GLD-1 + fluorescein TGE RNA, fluorescence polarization | inhibition, % at 5.96 µM;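 active = percent inhibition above a per-plate cutoff, the plate mean of test compounds plus 3 SD, cut at about 30% in these data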;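 note: 0% = DMSO wells with GLD-1 and probe and 100% = wells lacking GLD-1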
Fam108B counter – counter-screen for RBBP9 inhibitors: inhibitors of mouse Fam108B. recombinant Fam108B, FP-Rh probe fluorescence polarization. actives 0.33% (n = 300,000). inhibition, % at 9.51 µM;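 active = inhibition above the screen mean inhibition plus 3 SD, computed separately per campaign, cut at about 18% in these data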;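 note: inhibitors lower polarization as less probe binds the enzyme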
Active calls of the source: *; / = no result given. Some of the compounds tested; rates above refer to the full screens.

Compound,MCL1 BIM primary,GLD-1 RNA inh,MEX-5 binding,VLA-4 inh,Bcl-xL primary,Fam108B counter,PME-1 inh,Efflux pump mplx,GRK2 aptamer HTS
Cc1cc(O)ccc1NC(=S)NC(=O)c1cncc(Br)c1,21,2,-3.5,9,10,0,2,0.1,1
Cc1nc(Nc2ccccc2C(F)(F)F)sc1C(=O)N(C)C,5,6,1.4,-2,2,2,1,0.0,0
CCOc1ccccc1NC(=O)Cn1c(=O)n(-c2ccccc2)c(=O)c2oc3ccccc3c21,6,-1,2.4,6,2,3,0,0.2,2
Cc1cc(-c2cc(C(=O)Nc3ccccc3)on2)nc(NC2CCCC2)n1,-1,4,1.6,24,2,2,-1,0.1,2
COc1ccc(C2NC(=O)N(C)C3=C2C(=O)CC(C)(C)C3)cc1OC (stereo not drawn),0,7,0.7,0,-2,0,-1,0.0,2
CCOCCCNS(=O)(=O)c1ccc2c(c1)CCN2C(C)=O,11,7,-0.3,8,5,3,-1,-0.1,0
Cn1cccc1/C=C1\SC(=S)N(NC(=O)c2cccc(Cl)c2)C1=O,-55,-120,/,-3,-26,-2,5,0.5,3
O=C(NC(=S)Nc1ccccn1)c1ccccc1,-13,-5,-1.5,5,-11,-8,1,0.6,5
Cc1ccc(S(C)(=O)=N/C=C2\C(=O)c3sccc3N(C)S2(=O)=O)cc1 (stereo not drawn),11,9,3.8,22,2,1,-7,0.1,0
C=CC[C@H](CC(=O)N(CCO)Cc1ccccc1)C(=O)NCCOC(=O)[C@H](CC=C)CC(=O)OC(C)(C)C,/,-4,/,25,/,/,/,1.6,2
O=C(Cc1ccccc1F)NCC(c1ccco1)N1CCCCC1 (stereo not drawn),-6,-4,-0.5,6,-2,-1,-1,0.0,3
Nc1nonc1-c1nc2ccccc2n1CC(=O)O,-7,-2,-1.8,14,2,2,-1,-0.4,0
C/C=C/C=C/C(=O)N1CC2(CC(c3cccc(NC(=O)/C=C/C)c3)=NO2)C[C@@H]1C(N)=O (stereo partly drawn),2,-8,0.5,48,-1,-2,-9,0.0,0
CCN(c1cccc(C)c1)S(=O)(=O)c1ccc2c(c1)N(C(C)=O)CCS2,7,-3,-0.6,-26,7,4,4,-0.1,0
Cc1cccc(NC(=O)c2ccc(C)c(S(=O)(=O)N3CCCCC3)c2)n1,-5,9,1.9,4,2,-2,3,0.0,1
COc1ccc(-c2ccc3oc(-c4ccc(OC)cc4)c(C#CCO)c3c2)cc1,-4,3,-1.7,-11,-1,-7,-17,-0.1,1
Cc1c(Cl)cccc1NS(=O)(=O)c1cccc2nsnc12,-3,0,1.3,1,3,-4,-6,0.1,6
Cc1nc2ccccc2c(=O)n1/N=C/c1ccc([N+](=O)[O-])o1,15,7,-1.4,-2,9,1,-2,0.0,1
CSc1nc(-c2ccccc2)nn1S(=O)(=O)c1ccc(Cl)cc1,-1,10,0.8,5,5,-2,7,0.0,0
Oc1ccc(Cl)cc1CNCc1ccc(Cl)cc1,3,8,/,36,4,-1,-3,-0.1,0
CCCN(C(=O)CSCc1c(C)noc1C)c1c(N)n(Cc2ccccc2)c(=O)[nH]c1=O,2,0,-3.8,7,4,-2,3,0.0,1
O=C(CN1C(=O)NC2(CCCCCCC2)C1=O)Nc1cccc(Br)c1,/,3,/,10,/,/,/,0.0,0
CCN1C(=NCC2CC2)N[C@@H](c2cccc(C(F)(F)F)c2)C(C(=O)OC)=C1C,-19,1,-0.7,41,-7,4,3,0.1,0
O=C(CCc1ccc(S(=O)(=O)N2CCOCC2)cc1)OCC(=O)c1ccc(Br)cc1,/,-2,/,14,/,/,/,0.2,0
COc1ccc(NC(=O)C(=O)NCCCn2ccnc2)cc1,5,3,-0.4,17,6,0,1,-0.1,0
CCN(CC(=O)Nc1c(F)cccc1F)C(=O)c1csc2c1CCCC2,-2,1,-1.6,1,5,-1,0,-0.1,2
Cc1ccc(NC(=O)CN2CCCC2c2cccs2)cc1S(=O)(=O)N1CCCCC1 (stereo not drawn),0,6,/,1,2,/,0,0.2,2
CCOC(=O)/C(N)=C/c1ncc(C(F)(F)F)cc1Cl,1,2,2.0,24,-2,-5,-3,0.0,1

Single records, as listed above. Values in the order: MCL1 BIM primary | GLD-1 RNA inh | MEX-5 binding | VLA-4 inh | Bcl-xL primary | Fam108B counter | PME-1 inh | Efflux pump mplx | GRK2 aptamer HTS
COc1ccc(-c2ccc3oc(-c4ccc(OC)cc4)c(C#CCO)c3c2)cc1 reads -4 | 3 | -1.7 | -11 | -1 | -7 | -17 | -0.1 | 1
COc1ccc(NC(=O)C(=O)NCCCn2ccnc2)cc1 reads 5 | 3 | -0.4 | 17 | 6 | 0 | 1 | -0.1 | 0
CSc1nc(-c2ccccc2)nn1S(=O)(=O)c1ccc(Cl)cc1 reads -1 | 10 | 0.8 | 5 | 5 | -2 | 7 | 0.0 | 0
Cc1ccc(NC(=O)CN2CCCC2c2cccs2)cc1S(=O)(=O)N1CCCCC1 (stereo not drawn) reads 0 | 6 | / | 1 | 2 | / | 0 | 0.2 | 2
Oc1ccc(Cl)cc1CNCc1ccc(Cl)cc1 reads 3 | 8 | / | 36 | 4 | -1 | -3 | -0.1 | 0

Laid out differently: results already given
mol: COc1ccc(C2NC(=O)N(C)C3=C2C(=O)CC(C)(C)C3)cc1OC (stereo not drawn)
  MCL1 BIM primary: 0
  GLD-1 RNA inh: 7
  MEX-5 binding: 0.7
  VLA-4 inh: 0
  Bcl-xL primary: -2
  Fam108B counter: 0
  PME-1 inh: -1
  Efflux pump mplx: 0.0
  GRK2 aptamer HTS: 2

mol: CCOCCCNS(=O)(=O)c1ccc2c(c1)CCN2C(C)=O
  MCL1 BIM primary: 11
  GLD-1 RNA inh: 7
  MEX-5 binding: -0.3
  VLA-4 inh: 8
  Bcl-xL primary: 5
  Fam108B counter: 3
  PME-1 inh: -1
  Efflux pump mplx: -0.1
  GRK2 aptamer HTS: 0
